Screens (PubChem)
LYPLA2 inh – blocks human lysophospholipase 2, a PME1 counter-screen. O95372. recombinant LYPLA2, FP-Rh probe fluorescence polarization. inhibition, % at 5.9 µM. 320,000 compounds, 0.38% hits. AID 2177;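 active means inhibition above the screen-wide mean plus 3 SD, limit set per campaign, cut at about 26% in these data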;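 further: 0% = LYPLA2 with DMSO and 100% = wells lacking LYPLA2 enzyme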
Target sequence (O95372 whole entry, looked up): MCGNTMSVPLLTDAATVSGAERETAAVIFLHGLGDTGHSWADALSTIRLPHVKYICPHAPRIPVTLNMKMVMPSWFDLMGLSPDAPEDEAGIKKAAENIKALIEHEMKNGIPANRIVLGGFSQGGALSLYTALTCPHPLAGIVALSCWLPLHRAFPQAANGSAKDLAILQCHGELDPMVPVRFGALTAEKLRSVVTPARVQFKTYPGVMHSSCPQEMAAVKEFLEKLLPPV
JMJD2C inh – human JMJD2C demethylase inhibition; Q9H3R0; GST-JMJD2C(1-420) H3K9me3 demethylation, DELFIA europium; inhibition, % at 2.35 µM; 330,000 compounds, 0.069% hits; AID 2099;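 active means more than half of a compound's replicate wells show inhibition beyond 50%, single wells judged on their own value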;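 further: signal counts dimethyl H3K9 product captured on neutravidin plate; 0% = median of DMSO wells and 100% = 0.3 times that DMSO median; strong numbers were not always called active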
Target sequence (Q9H3R0 1-420 limits assumed): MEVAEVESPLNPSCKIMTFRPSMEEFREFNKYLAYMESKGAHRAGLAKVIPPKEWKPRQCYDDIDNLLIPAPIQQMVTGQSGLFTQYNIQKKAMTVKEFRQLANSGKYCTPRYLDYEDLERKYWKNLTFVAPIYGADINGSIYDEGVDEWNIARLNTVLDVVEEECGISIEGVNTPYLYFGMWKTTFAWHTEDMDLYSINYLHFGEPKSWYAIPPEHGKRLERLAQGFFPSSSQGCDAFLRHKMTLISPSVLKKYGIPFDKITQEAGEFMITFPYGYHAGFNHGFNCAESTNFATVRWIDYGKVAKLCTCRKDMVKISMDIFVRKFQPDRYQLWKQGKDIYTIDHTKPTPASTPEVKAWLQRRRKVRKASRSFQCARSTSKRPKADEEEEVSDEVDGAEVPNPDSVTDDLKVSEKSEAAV
PP5 inh – PP5 (human) phosphatase inhibition; P53041; purified PP5c, OMFP substrate fluorescence; AID 1987; inhibition, % at 6.7 µM; 320,000 compounds, 0.18% hits;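 active means inhibition above the campaign's mean inhibition across all tested compounds plus 3 SD, cut at about 9.5% in these data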;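 further: 0% = DMSO only and 100% = 100 µM cantharidin control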
Fh CTSL1 inh – counter-screen for PFM18AAP inhibitors: inhibitors of F. hepatica cathepsin L1; 300,000 compounds, 0.49% hits; inhibition, % at 5.96 µM; recombinant F. hepatica cathepsin L1, Z-Leu-Arg-MCA fluorescence;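 active means inhibition above the mean of all tested compounds plus 3 SD, set per screening campaign, cut at about 17% in these data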;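 further: 0% = plate median of test compound wells and 100% = 1 µM Z-Phe-Ala-diazomethylketone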
core dimer inh – HCV core protein dimerization inhibition | 300,000 compounds, 0.33% hits | TR-FRET GST/Flag-core106 dimerization, 1536-well | inhibition, % at 5 µM;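 active means inhibition above the mean of all tested compounds plus 3 SD, set per screening campaign, cut at about 45% in these data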
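Assay system – GST-tagged and Flag-tagged HCV core protein residues 1-106 · Quantity – core106 proteins, GST 13.5 nM and Flag 17 nM · Benchmarks – unlabelled core106 and no-GST-core106 wells · Read-out basis – percent inhibition of core106 dimerization signal · Detection – time-resolved FRET, ex 340 nm, em 617 and 671 nm · Schedule – 4 h at 22.5 °C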
PP1 inh – PP1-alpha (human) inhibition in PP5 counter-screen. purified PP1alpha, OMFP fluorescence. inhibition, % at 6.7 µM. 320,000 compounds, 0.9% hits. AID 2235;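 active means inhibition above the mean inhibition of all tested compounds plus 3 SD, computed separately for each screening campaign, cut at about 15% in these data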
Target sequence (P62136 whole entry, looked up): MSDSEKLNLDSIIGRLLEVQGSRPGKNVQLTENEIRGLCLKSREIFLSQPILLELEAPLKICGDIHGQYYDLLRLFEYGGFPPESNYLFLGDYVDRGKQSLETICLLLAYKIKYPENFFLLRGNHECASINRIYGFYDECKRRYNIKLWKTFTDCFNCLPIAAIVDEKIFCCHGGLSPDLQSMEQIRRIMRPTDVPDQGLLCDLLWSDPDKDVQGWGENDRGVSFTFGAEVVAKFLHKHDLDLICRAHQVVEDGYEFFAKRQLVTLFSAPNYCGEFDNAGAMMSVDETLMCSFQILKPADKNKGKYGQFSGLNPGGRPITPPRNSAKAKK
Efflux pump mplx – antifungal efflux pump inhibition, Nile Red retention. S. cerevisiae Candida pump triplex. inhibition, % at 10 µM. 330,000 compounds, 0.44% hits. AID 485275;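 active means plate passing quality check with inhibition over a set limit, or well fluorescence over plate mean plus 4 SD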;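 further: Nile Red retained in pooled yeast measured as flow cytometry median fluorescence; 0% = buffer negative control and 100% = Enniatin B positive control; higher means more Nile Red kept so more efflux inhibition; some compounds called inactive have numbers as strong as hits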
TPT1 inh – inhibitors of Candida albicans tRNA 2'-phosphotransferase TPT1. recombinant caTPT1, FP RNA substrate dephosphorylation. inhibition, % at 5 µM. 300,000 compounds, 0.81% hits;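 active means inhibition above the mean of all tested compounds plus 3 SD, set per screening campaign, cut at about 24% in these data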;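 further: plate controls were DMSO alone for no effect and ferristatin control at 100 nM for full effect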
PREPL inh – human PREPL enzyme inhibition; Q4J6C6; recombinant PREPL, fluorescence polarization activity-based probe; inhibition, % at 5.96 µM; 320,000 compounds, 0.68% hits; AID 2751; in the data active means inhibition above about 43%;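 further: 0% = enzyme with DMSO and 100% = wells lacking enzyme; many of its hits are not listed in these tables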
Starred values were filed as active, the others as inactive; & = joins results of further samples. This is a subset. The share of hits here may be higher or lower than overall.

How did COc1cccc(CN(C)C(=O)CN2C(=O)NC3(CCCc4ccccc43)C2=O)c1 (stereo not given) do in these assays?
LYPLA2 inh: -0.1; JMJD2C inh: -6.8; PP5 inh: 3.6; PP1 inh: -2.5; Efflux pump mplx: 0.1; PREPL inh: 13.7

What do the screens show for `CCC(=O)N1CCc2cc(Br)cc(S(=O)(=O)N3CCCCC3CC)c21` (stereo not given)?
LYPLA2 inh: 3.0; JMJD2C inh: 3.7; PP5 inh: 0.5; Fh CTSL1 inh: -6.2; core dimer inh: 12.4; PP1 inh: -1.9; Efflux pump mplx: 0.0; TPT1 inh: -6.2; PREPL inh: -15.4

How did [O-]/[N+](=C\c1ccc(OC(F)F)cc1)c1ccccc1 do in these assays?
LYPLA2 inh: 1.8; JMJD2C inh: -2.1; PP5 inh: 2.7; Fh CTSL1 inh: -4.6; core dimer inh: -3.4; PP1 inh: -3.2; Efflux pump mplx: 0.0; TPT1 inh: 2.2; PREPL inh: -8.7

What do the screens show for `O=C(O)CN1C(=O)/C(=C2\C(=O)N(Cc3ccccc3Cl)c3ccccc32)SC1=S`?
LYPLA2 inh: -6.1; JMJD2C inh: -6.6; PP5 inh: 2.7; Fh CTSL1 inh: -6.9; core dimer inh: -0.8; PP1 inh: -0.6; Efflux pump mplx: -3.9; TPT1 inh: -0.3; PREPL inh: 0.2

How did CC(C)CCNC(=O)NC(=O)CN1C(=O)NC2(CCCCC2)C1=O do in these assays?
LYPLA2 inh: 3.0; JMJD2C inh: 1.8; PP5 inh: 3.4; Fh CTSL1 inh: 4.1; core dimer inh: 2.8; PP1 inh: -3.2; Efflux pump mplx: 0.2; TPT1 inh: -0.5; PREPL inh: -13.4

What do the screens show for `O=C(CN1CCCC1)N1CCCc2ccccc21`?
LYPLA2 inh: 0.6; JMJD2C inh: -5.6; PP5 inh: -3.1; Fh CTSL1 inh: 0.5; core dimer inh: -7.8; PP1 inh: -3.5; Efflux pump mplx: 1.4; TPT1 inh: -5.5; PREPL inh: 1.4

What do the screens show for `CCOC(=O)c1sc(-c2ccc(C(F)(F)F)cc2)nc1O`?
LYPLA2 inh: 5.2; JMJD2C inh: -11.6; PP5 inh: -1.4; Fh CTSL1 inh: 1.9; core dimer inh: 9.0; PP1 inh: 16.6*; Efflux pump mplx: 0.0; TPT1 inh: -20.0; PREPL inh: 0.3

How did Cn1cnnc1SCC(=O)Nc1ccccc1C(=O)NC1CCCC1 do in these assays?
LYPLA2 inh: 3.3; JMJD2C inh: -0.7; PP5 inh: 3.4; Fh CTSL1 inh: 1.1; core dimer inh: -4.8; PP1 inh: 1.0; Efflux pump mplx: -0.1; TPT1 inh: -2.2; PREPL inh: 6.0

What do the screens show for `CC(C)[C@H](NC(=O)c1ccco1)C(=O)OCC(=O)Nc1ccccc1OC(F)F`?
LYPLA2 inh: -5.5; JMJD2C inh: 0.9; PP5 inh: 0.0; Fh CTSL1 inh: -18.8; core dimer inh: 1.4; PP1 inh: -2.9; Efflux pump mplx: 0.4; TPT1 inh: 2.7; PREPL inh: 3.3

How did Cc1ccc(S(=O)(=O)N2[C@@H](c3ccc(F)cc3)C(C(=O)O)=CC[C@H]2c2cccc(C)c2)cc1 do in these assays?
LYPLA2 inh: 4.9; JMJD2C inh: -2.8; PP5 inh: 2.9; Fh CTSL1 inh: 2.2; core dimer inh: 3.0; PP1 inh: 8.5; Efflux pump mplx: -0.1; TPT1 inh: -0.5; PREPL inh: 10.5

What do the screens show for `COc1ccccc1NC(=O)c1ccc(C(=O)Nc2ccccc2OC)nc1`?
LYPLA2 inh: 1.3; JMJD2C inh: -24.8; PP5 inh: 1.4; Fh CTSL1 inh: -0.5; core dimer inh: -6.3; PP1 inh: -1.2; Efflux pump mplx: -0.1; TPT1 inh: -5.5; PREPL inh: 24.3

Results for O=C(C(=O)N1CCCc2ccccc21)N1CCCc2ccccc21 ?
LYPLA2 inh: -3.8; JMJD2C inh: -12.7; PP5 inh: -0.6; Fh CTSL1 inh: 0.8; core dimer inh: 6.6; PP1 inh: -3.7; Efflux pump mplx: 0.0; TPT1 inh: -2.1; PREPL inh: 2.4

What do the screens show for `COCCN(C(=O)CCCC(=O)Nc1ccccn1)C(C(=O)NC1CCCC1)c1ccc(C)cc1` (stereo not given)?
LYPLA2 inh: 2.1; JMJD2C inh: 0.0&1.4; PP5 inh: -0.7; Fh CTSL1 inh: -0.3; core dimer inh: -6.8; PP1 inh: -3.5; Efflux pump mplx: 0.0; TPT1 inh: -5.5; PREPL inh: -0.1

How did CC1CCN(CCCNC(=O)CN2C(=O)CSc3ccc(S(=O)(=O)N4CCOCC4)cc32)CC1 do in these assays?
LYPLA2 inh: 1.9; JMJD2C inh: -13.3; PP5 inh: 0.7; Fh CTSL1 inh: 1.2; core dimer inh: -4.6; PP1 inh: 1.0; Efflux pump mplx: -0.1; TPT1 inh: -1.1; PREPL inh: 1.3

Results for Cc1ccccc1NS(=O)(=O)c1cc(C(=O)N2CCCC2)ccc1C ?
LYPLA2 inh: -3.9; JMJD2C inh: 12.6; PP5 inh: -2.3; Fh CTSL1 inh: -4.7; core dimer inh: 1.4; PP1 inh: -3.5; Efflux pump mplx: -0.1; TPT1 inh: -1.7; PREPL inh: 1.0

How did Cc1ccc(NC(=O)CN2C(=S)NC(C)(C)CC2C)cc1Cl (stereo not given) do in these assays?
LYPLA2 inh: -3.0; JMJD2C inh: -8.2; PP5 inh: -1.8; Fh CTSL1 inh: 1.4; core dimer inh: -1.7; PP1 inh: -0.9; Efflux pump mplx: -0.1; TPT1 inh: 0.8; PREPL inh: 2.5

Results for Cc1c(NC2(c3nnnn3-c3ccc(Br)cc3)CCCCC2)c(=O)n(-c2ccccc2)n1C ?
LYPLA2 inh: -1.5; JMJD2C inh: 1.3; PP5 inh: 1.5; Fh CTSL1 inh: -3.7; core dimer inh: -3.9; PP1 inh: 0.6; Efflux pump mplx: 0.0; TPT1 inh: -0.2; PREPL inh: 5.0

What do the screens show for `O=C(OCc1ccc2c(c1)OCO2)c1cccc(S(=O)(=O)N2CCCCC2)c1`?
LYPLA2 inh: 2.9; JMJD2C inh: 5.9; PP5 inh: 1.4; Fh CTSL1 inh: 0.8; core dimer inh: 2.8; PP1 inh: -3.7; Efflux pump mplx: 0.2; TPT1 inh: 3.4; PREPL inh: 8.0

Results for COc1cccc(NCCC(=O)c2cccc([N+](=O)[O-])c2)c1 ?
LYPLA2 inh: -6.2; JMJD2C inh: 4.3; PP5 inh: 0.1; Fh CTSL1 inh: 1.7; core dimer inh: -7.8; PP1 inh: -0.4; Efflux pump mplx: -0.1; TPT1 inh: -5.6; PREPL inh: 37.5

What do the screens show for `CC1(C)Cc2nc3sc(C(=O)O)c(N)c3cc2CS1`?
LYPLA2 inh: -7.6; JMJD2C inh: -2.2; PP5 inh: 0.9; Fh CTSL1 inh: 0.5; core dimer inh: 21.8; PP1 inh: 5.3; Efflux pump mplx: 0.3; TPT1 inh: 21.9; PREPL inh: 0.8

Results for CCC(CC)C(=O)Nc1ccc(C)cc1O ?
LYPLA2 inh: -2.5; JMJD2C inh: -4.8; PP5 inh: 0.7; Fh CTSL1 inh: -1.9; core dimer inh: -1.9; PP1 inh: -5.2; Efflux pump mplx: -0.1; TPT1 inh: -4.2; PREPL inh: 3.7

What do the screens show for `Cc1cccc(NC(=O)c2sccc2-n2cccc2)c1C`?
LYPLA2 inh: -1.1; JMJD2C inh: -10.3; PP5 inh: 3.7; Fh CTSL1 inh: 2.4; core dimer inh: 1.6; PP1 inh: -2.1; Efflux pump mplx: 0.1; TPT1 inh: 5.6; PREPL inh: -1.5

How did COc1cc(Cl)c(CC(=O)c2c[nH]c3ccccc23)cc1OC do in these assays?
LYPLA2 inh: 6.1; JMJD2C inh: -2.2; PP5 inh: 3.3; Fh CTSL1 inh: 0.2; core dimer inh: 2.4; PP1 inh: 2.0; Efflux pump mplx: 0.1; TPT1 inh: -0.5; PREPL inh: -4.8

How did Nc1nc(NCc2ccccc2)nc(NCc2ccccc2)c1[N+](=O)[O-] do in these assays?
LYPLA2 inh: 3.9; JMJD2C inh: -17.9; PP5 inh: 4.1; Fh CTSL1 inh: 0.5; core dimer inh: 6.5; PP1 inh: 1.5; Efflux pump mplx: 0.1; TPT1 inh: 3.7; PREPL inh: -8.1

How did CC(C)c1ccc(C(=O)NNC(=O)C2C3CCC(C3)C2C(=O)O)cc1 (stereo not given) do in these assays?
LYPLA2 inh: 0.5; JMJD2C inh: 8.1; PP5 inh: 2.4; Fh CTSL1 inh: -0.6; core dimer inh: 1.6; PP1 inh: 2.9; Efflux pump mplx: -0.1; TPT1 inh: -3.3; PREPL inh: -3.3

How did O=C(CCS(=O)(=O)c1ccc(Br)cc1)Nc1ccc(Br)cc1F do in these assays?
LYPLA2 inh: 1.1; JMJD2C inh: 7.4; PP5 inh: -1.8; Fh CTSL1 inh: 4.9; core dimer inh: -8.2; PP1 inh: -4.2; Efflux pump mplx: -0.3; TPT1 inh: 2.6; PREPL inh: -43.3

What do the screens show for `CCS(=O)(=O)N1CCC(NC(=O)c2ccco2)CC1`?
LYPLA2 inh: -5.7; JMJD2C inh: -3.7; PP5 inh: -1.3; Fh CTSL1 inh: -3.0; core dimer inh: 7.2; PP1 inh: -1.6; Efflux pump mplx: -0.1; TPT1 inh: -0.9; PREPL inh: 1.7

What do the screens show for `COc1cccc(CNC(=O)C2CCCN(S(=O)(=O)c3ccc4c(c3)C(C)(C)C(=O)N4C)C2)c1` (stereo not given)?
LYPLA2 inh: 3.3; JMJD2C inh: 11.8; PP5 inh: 2.2; Fh CTSL1 inh: -1.3; core dimer inh: 0.1; PP1 inh: 0.4; Efflux pump mplx: 0.1; TPT1 inh: -2.2; PREPL inh: -1.7

What do the screens show for `Cc1ccnc(NC(NC(=O)C(C)C)(C(F)(F)F)C(F)(F)F)c1`?
LYPLA2 inh: 2.9; JMJD2C inh: 1.8; PP5 inh: -0.8; Fh CTSL1 inh: 0.0; core dimer inh: 6.0; PP1 inh: -3.9; Efflux pump mplx: 0.0; TPT1 inh: 2.4; PREPL inh: -1.1

How did CCc1ccc(NC(=O)COC(=O)CN2C(=O)COc3ccccc32)cc1 do in these assays?
LYPLA2 inh: 4.3; JMJD2C inh: -5.8; PP5 inh: 0.2; Fh CTSL1 inh: -3.7; core dimer inh: -4.9; PP1 inh: -0.8; Efflux pump mplx: -0.1; TPT1 inh: 0.1; PREPL inh: 4.9

Results for O=S(=O)(Nc1ccccc1N1CCCCC1)c1cccs1 ?
LYPLA2 inh: 6.6; JMJD2C inh: 10.8; PP5 inh: 3.8; Fh CTSL1 inh: 2.0; core dimer inh: 1.2; PP1 inh: -1.5; Efflux pump mplx: 0.2; TPT1 inh: 4.7; PREPL inh: 13.1

Results for c1ccn2c(Cc3nnc4ccccn34)nnc2c1 ?
LYPLA2 inh: 8.0; JMJD2C inh: 10.5; PP5 inh: 2.8; Fh CTSL1 inh: 3.0; core dimer inh: -2.4; PP1 inh: 2.6; Efflux pump mplx: -0.2; TPT1 inh: 17.1; PREPL inh: 0.2

What do the screens show for `Cc1cc(C(=O)N/N=C/c2cccs2)n[nH]1`?
LYPLA2 inh: -1.6; JMJD2C inh: 5.4; PP5 inh: 3.3; Fh CTSL1 inh: 0.3; core dimer inh: -5.9; PP1 inh: -4.3; Efflux pump mplx: 0.1; TPT1 inh: -4.2; PREPL inh: 2.0
